AmpC no deterg: qHTS Inhibitors of AmpC Beta-Lactamase (assay without detergent); AmpC nitrocefin hydrolysis, absorbance 480 nm, 0.0001% Triton; Potency, µM (series often up to 57.1 µM), without a hit: top-dose activity change, negative = inhibition, usual class: inhibitors; 330,000 tested, 0.52% active; AID 485341, 2010;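 further: potency means the concentration at half of the fitted maximal effect; plate controls were no compound for no effect and no enzyme for full effect; nearly all actives have a fitted effect of over 20% in size; some results filed as inactive show a strong effect at the top dose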
Target sequence (P00811 whole entry, looked up): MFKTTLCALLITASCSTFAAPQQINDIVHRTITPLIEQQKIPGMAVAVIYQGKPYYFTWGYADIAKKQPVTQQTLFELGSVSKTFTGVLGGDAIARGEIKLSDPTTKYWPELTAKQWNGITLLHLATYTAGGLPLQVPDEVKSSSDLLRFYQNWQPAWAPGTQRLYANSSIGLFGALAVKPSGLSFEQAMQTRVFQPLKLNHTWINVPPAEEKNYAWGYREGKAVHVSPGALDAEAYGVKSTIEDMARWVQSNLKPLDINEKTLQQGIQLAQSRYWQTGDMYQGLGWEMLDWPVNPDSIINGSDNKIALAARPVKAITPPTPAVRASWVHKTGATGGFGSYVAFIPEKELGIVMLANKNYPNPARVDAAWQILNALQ
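AmpC (5.3 nM in the dispensed reagent) in 20 mM phosphate pH 7.0 with 0.01% (detergent screen) or 0.0001% Triton X-100 was preincubated with compounds for 15 min at room temperature. Nitrocefin was then added from an 800 uM solution, and hydrolysis was followed at 480 nm.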
FBPA Giardia inh: qHTS Assay for Inhibitors of Fructose-1,6-bisphosphate Aldolase from Giardia Lamblia. A8B2U2. purified Giardia FBPA. Potency, µM (series often up to 59.6 µM), for the others: top-dose activity, negative = inhibition, most hits filed as inhibitors. 290,000 tested, 0.71% active; further: potency means the concentration at half of the fitted maximal effect; on the % scale 0 is the no-effect control and ±100 the full control effect; nearly all actives have a fitted effect of over 55% in size
Target sequence (A8B2U2 whole entry, looked up): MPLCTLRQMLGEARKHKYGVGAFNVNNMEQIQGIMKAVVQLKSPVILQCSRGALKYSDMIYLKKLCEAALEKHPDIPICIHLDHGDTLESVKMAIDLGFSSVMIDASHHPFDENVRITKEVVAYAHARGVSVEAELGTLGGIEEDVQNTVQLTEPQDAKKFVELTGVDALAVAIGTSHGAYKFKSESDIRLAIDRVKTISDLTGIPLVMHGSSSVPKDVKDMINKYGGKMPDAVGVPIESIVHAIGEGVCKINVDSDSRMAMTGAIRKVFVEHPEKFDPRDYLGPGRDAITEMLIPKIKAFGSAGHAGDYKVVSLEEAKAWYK
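40 nM FBPA preincubated 10 min at RT with compound (up to 57.5 uM final), then substrate plus GAPDH/TPI/NAD/arsenate coupling and diaphorase/resazurin added. Fluorescence read after 20 min at RT, 525/598 nm.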
HCMV antiviral: qHTS Assay for inhibitors of the human cytomegalovirus (HCMV) | HFF cells, HCMV-luciferase reporter, 72 h; hits give low values | activity change, negative = inhibition, % at 57.5 µM | 410,000 tested, 4.5% active | AID 1259415, 2018; in the data active means activity change below about -60%; inconclusive means no clear call, values can overlap the other calls; inactive means above about -39%; further: on the % scale 0 is the no-effect control and ±100 the full control effect
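Luciferase read-out from HCMV-luciferase-infected HFFs (MOI 1 PFU/cell) 72 h post infection at 37C; compounds added after 16 h cell attachment; activity normalized between buffer-only basal and Salinomycin (10uM) inhibitor controls.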
AMA1 RON2 block: qHTS for Inhibitors of AMA1-RON; Towards Development of Antimalarial Drug Lead: Primary Screen; Plasmodium falciparum AMA1 (3D7) - RON2 peptide interaction; AlphaScreen AMA1-biotinylated RON2 peptide binding; Potency, µM (highest dose often 58.2 µM), inactives show at the highest dose activity change, negative = inhibition, hits mostly inhibitors; 360,000 tested, 0.2% active; AID 720542, 2013;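 further: potency means the concentration at half of the fitted maximal effect; 0% = vehicle wells and -100% = peptide control; nearly all actives have a fitted effect of over 45% in size; some results filed as inactive show a strong effect at the top dose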
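AMA1 (3D7) with his tag at 25 nM final met compounds first, then biotinylated RON2 peptide at 25 nM; detection used donor plus acceptor beads, 10 µg/mL apiece, read by AlphaScreen after 30 min at room temperature.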
Shiga inhibitor: A qHTS for Small Molecule Inhibitors of Shiga Toxin. inhibition, % at 38.7 µM. 290,000 tested, 9.2% active. Vero cells, Shiga toxin protein synthesis inhibition reporter; in the data active means inhibition mostly above about 28%, no sharp cut-off; inactive means mostly below about 43%; further: 0% is about no effect
CHX counter: Cycloheximide Counterscreen for Small Molecule Inhibitors of Shiga Toxin. cell reporter, cycloheximide protein synthesis inhibition counterscreen. max response, %. 300,000 tested, 12% active; in the data active means max response mostly above about 13%, no sharp cut-off; inactive means mostly below about 14%; further: read at 38.3 µM for the half of the compounds with a filed dose; 0% is about no effect
AmpC detergent: qHTS Inhibitors of AmpC Beta-Lactamase (assay with detergent); AmpC hydrolysis of nitrocefin, absorbance 480 nm, 0.01% Triton; Potency, µM (highest dose often 114 µM), inactives show at the top dose activity change, negative = inhibition, hits mostly inhibitors; 370,000 tested, 0.041% active; AID 485294, 2010; P00811;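 further: potency means the concentration at half of the fitted maximal effect; 0% = no-compound wells and -100% = no-enzyme wells; nearly all actives have a fitted effect of over 25% in size; some results filed as inactive show a strong effect at the top dose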
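20 mM phosphate pH 7.0 + 0.01% (detergent screen) or 0.0001% Triton X-100; 5.3 nM AmpC reagent; cpd preinc 15 min RT; nitrocefin (800 uM stock) to start; A480 q20 s × 4 min; Activity was normalised to no-enzyme and no-compound control wells.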
An asterisk follows results filed as active; u = inconclusive; x = not tested or not shown; [ ] = remark or other dose. Unless noted, the call rests on the fitted dose curve; in most records, active means well fitted curve in the direction sought with a large enough effect; inconclusive means small, poorly fitted or top-dose-only effect, or another doubt; inactive means no such curve, though single readings can be large; an effect the other way counts as inactive or inconclusive.

SMILES	AmpC no deterg	FBPA Giardia inh	HCMV antiviral	AMA1 RON2 block	Shiga inhibitor	CHX counter	AmpC detergent
O=C(COC(=O)CC1CC2CCC1C2)Nc1c(F)cccc1F (stereo not given)	-18.2%	3.6%	-39.5	-5.3%	-14.2	7.2	0.2%
O=C1NC(=S)S/C1=C\c1coc2ccc(O)cc2c1=O	-34.7%	27.9%	-39.4	67.3%[activator]	11.3	10.9	4.5%
COc1cc(/C=C/C(=O)OCC(=O)N2CCCc3ccccc32)ccc1O	-13.6%	x	-14.8	-1.8%	x	x	x
Cc1ccc(C(=O)NCC(=O)NCCCc2ccccc2)cc1	-3.7%	0.6%	37.6	-12.7%	-2.0	-6.3	-12.8%
O=C(Nc1ccc(Cl)cn1)c1ccc2ccccc2n1	-9.1%	2.5%	78.4	5.2%	10.0	16.7	6.8%
CSCC[C@H](NC(=O)[C@@H]1Cc2ccccc2CN1)C(=O)Nc1ccc2c(c1)OCO2	-13.1%	-23.7%	-30.5	76.0%[activator]	33.6	48.1*	-1.0%
CCc1cc(=O)oc2cc(OC(C)=O)cc(OC(C)=O)c12	-15.8%	-19.3%	8.3	-5.7%	-13.0	-1.4	-3.5%
O=C1CC(N2CCN(c3ccccc3)CC2)C(=O)N1c1ccc2c(c1)OCCO2 (stereo not given)	x	-5.0%	-4.5	4.6%	-6.0	1.3	-0.8%
O=C(CN1c2cccc3cccc(c23)S1(=O)=O)NCc1ccc2c(c1)OCO2	-47.5%	-2.9%	16.1	0.5%	18.9	-2.8	u
Cc1ccc(C)c(NC(=O)/C(C#N)=C/c2ccc(Sc3nncn3C)c([N+](=O)[O-])c2)c1	6.6%	-8.3%	x	x	-10.7	2.4	-12.8%
O=C(c1cccc(C(F)(F)F)c1)N1CCc2c([nH]c3ccccc23)C1C(F)(F)F (stereo not given)	-13.9%	-13.2%	-26.6	-12.9%	10.7	-3.3	-5.5%
CCN(CC(=O)Nc1ccccc1OC)C(=O)c1ccc2[nH]c3c(c2c1)CC(C)CC3 (stereo not given)	-53.2%	x	-5.6	-24.1%	x	x	-11.0%
Cc1ccc2c(c1)N(C(C)C(=O)NCCc1ccccc1)C(=O)CO2 (stereo not given)	-11.5%	x	39.9	26.7%	-2.7	9.0	-3.7%
Cc1cc(C)nc(N2CCCC(C(=O)NCc3cccs3)C2)n1 (stereo not given)	-7.3%	-0.2%	25.9	-1.7%	24.1	-5.0	u
O=c1c2ccccc2oc2ccc(NCCCn3ccnc3)cc12	13.6%	3.8%	76.1	-26.3%	54.4*	32.5*	-8.1%
Cc1ccc(S(=O)(=O)Nc2n[nH]nc2C(=O)NC2CCCCC2)cc1	-12.3%	13.4%	17.7	-8.2%	9.1	-6.1	u
CCN(CC)c1ccc(/C=N/NC(=O)c2ccoc2C)c(O)c1	-31.7%	6.5%	-100.0*	57.0%[activator]	93.2*	27.1*	-2.0%
CCOC(=O)c1c(S(=O)(=O)NCC(=O)Nc2ccccc2F)c(C)n(C)c1C	-11.1%	x	-33.0	1.6%	15.9	-5.1	8.3%
Nc1ccc(O)c2c1C(=O)c1ccccc1C2=O	-11.5%	u	-33.9	7.08µM*	36.1*	22.1*	-0.3%
Cc1ccc(-c2ccc(=O)[nH]n2)cc1	-6.9%	-4.4%	-3.5	-1.5%	-3.3	-0.9	u
Cc1ccc(S(=O)(=O)N2CCC(C(=O)Nc3ccc(C(C)C)cc3)CC2)cc1	-27.9%	x	3.7	1.2%	x	x	-9.9%
CC1(C)CC(=O)C(C=NCC(N)=O)=C(O)C1	-9.0%	2.3%	-12.7	78.8%[activator]	10.7	-2.7	2.6%
COc1ccc(/C(N)=N/OC(=O)CCc2ccccc2)cc1	-13.6%	-11.2%	-10.9	4.7%	93.2*	51.9*	3.4%
O=C(CSc1nc(-c2ccccc2)cc(=O)[nH]1)Nc1ccccc1	-7.3%	-3.8%	-8.3	-0.3%	-4.5	-2.0	-17.7%
COc1ccc(OC)c(S(=O)(=O)N2CCCC(C(=O)NCc3ccncc3)C2)c1 (stereo not given)	24.4%	1.4%	1.6	-19.8%	10.1	2.7	-1.8%

The closing two compounds of the part before open the next one:
SMILES	AmpC no deterg	FBPA Giardia inh	HCMV antiviral	AMA1 RON2 block	Shiga inhibitor	CHX counter	AmpC detergent
O=C(CSc1nc(-c2ccccc2)cc(=O)[nH]1)Nc1ccccc1	-7.3%	-3.8%	-8.3	-0.3%	-4.5	-2.0	-17.7%
COc1ccc(OC)c(S(=O)(=O)N2CCCC(C(=O)NCc3ccncc3)C2)c1 (stereo not given)	24.4%	1.4%	1.6	-19.8%	10.1	2.7	-1.8%
CCC(CCC(=O)Nc1ccc(S(N)(=O)=O)cc1)C(=O)O (stereo not given)	-20.1%	2.0%	61.5	-6.3%	-0.3	5.2	-10.2%
Nc1n[nH]c(-c2ccc(F)cc2)n1	-10.2%	4.7%	47.2	u	13.4	7.9	-13.9%
O=C(NCc1ccc2c(c1)OCO2)C1CCCCC1	-1.3%	4.7%	-3.0	16.8%	42.2*	13.0*	u
Cc1ccc2c(c1)COc1c3ccc(C(=O)NCCO)cc3nn1-2	18.5%	-1.3%	53.6	4.2%	73.8*	61.2*	-9.8%
O=C(Cn1c(NCCO)nc2ccccc21)N1CCN(Cc2ccccc2)CC1	17.0%	3.5%	2.2	-1.2%	-3.7	0.7	3.6%
O=C(c1ccco1)N1CCN(C(=O)C2CC(c3ccc(F)cc3)=NO2)CC1 (stereo not given)	-9.2%	3.8%	25.9	11.8%	-11.6	-6.0	u
Cc1cccc(C(=O)Nc2nnc(-c3ccco3)o2)c1	-27.4%	17.7%	-30.3	29.7%[2.32 µM]	-8.3	6.9	u
Cc1ccc(S(=O)(=O)N2CCN(C(=O)COC(=O)c3cnc(C)cn3)CC2)c(C)c1	u	x	-10.4	0.8%	x	x	-11.8%
Cc1cccc(C)c1NC(=O)COC(=O)c1cccnc1	-17.7%	0.1%	-10.4	1.6%	-4.4	1.8	3.0%
CC(C)(C)c1ccc(C(=O)Nc2nnc(C3=COCCO3)o2)cc1	-41.9%	x	-7.7	81.9%[activator]	-1.7	-1.2	-10.5%
CCN(CC)Cc1c(O)ccc2cc(-c3nc4ccccc4n3C)c(=O)oc12	10.5%	-13.1%	45.7	22.3%	9.4	10.7*	-1.0%
CC1CCN(CCCCOc2ccc(Cl)cc2)CC1	5.3%	u	x	-11.2%	-6.4	-1.8	u
Cn1c(-c2ccccc2)n[nH]c1=S	-12.0%	-15.4%	-33.0	21.7%	-5.0	-0.4	-2.4%
O=C(N/N=C/c1ccc([N+](=O)[O-])s1)c1ccncc1	-14.3%	-9.9%	x	43.2%[activator]	4.8	9.3	-2.6%
O=S(=O)(Nc1ncnc2sc3c(c12)CCC3)c1ccc2ccccc2c1	-28.0%	u	-7.6	-24.4%	-6.0	5.9	-15.2%
Cc1cnc(C(=O)OCc2ccc(Br)cc2F)cn1	-9.6%	x	-19.1	19.7%	-1.2	-4.2	4.6%
COc1ccc(-c2cc(C(=O)N3CCCCC3)no2)cc1OC	11.3%	9.1%	123.9	-1.0%	76.7*	38.5*	1.2%
CC(C)Oc1ccc(CC2CC(=O)NC2=O)cc1 (stereo not given)	-5.1%	4.6%	-7.9	15.7%	-5.1	-1.6	u
CCCCCSc1nc2c(c(=O)[nH]c(=O)n2C)n1C	-18.1%	0.0%	3.0	-2.6%	-14.4	-4.7	-11.9%
CCOC(=O)Cc1csc(NC(=O)c2ccc(S(=O)(=O)N(CCOC)CCOC)cc2)n1	71.4%[activator]	3.5%	-13.8	7.7%	31.0	8.5	-0.7%
Cc1ccc(C(=O)Cn2nnc3ccccc32)cc1[N+](=O)[O-]	-1.7%	-0.2%	20.0	0.0%	93.5*	27.8*	-8.9%
CCc1ccnc(NC(=O)Nc2ccc(OCc3ccccc3)cc2)c1	-10.0%	6.1%	x	6.1%	17.6	4.3	3.4%
O=C(Nc1ccc2c(c1)OCO2)N1CCN(c2ccc(F)cc2)CC1	-21.8%	1.1%	-19.4	-17.1%	46.3	18.6*	-5.6%
COc1cccc(CNCc2cccnc2)c1OCc1ccccc1	-8.2%	-14.2%	u	-10.7%	-2.8	-4.5	2.3%
CC(C)NC(=O)COc1ncnc2sccc12	-17.5%	-0.1%	23.1	1.9%	-16.9	15.5	3.1%

Next part
SMILES	AmpC no deterg	FBPA Giardia inh	HCMV antiviral	AMA1 RON2 block	Shiga inhibitor	CHX counter	AmpC detergent
CC(C(=O)Nc1nncs1)N1C(=O)C2C3C=CC(C3)C2C1=O (stereo not given)	-25.6%	5.2%	-32.4	-9.7%	-4.0	-1.8	u
O=C(Nc1cccnc1)c1ccc(-c2ccc(Cl)cc2)o1	-22.3%	-1.0%	34.8	-2.0%	72.5*	66.1*	2.6%
COc1ccc(Cl)cc1C(=O)CSc1nnnn1C1CCCC1	-4.0%	-11.5%	-16.5	11.1%	-13.7	-8.7	-13.7%
CC(Oc1ccccc1)C(=O)N=C1SC2CS(=O)(=O)CC2N1Cc1ccc(F)cc1 (stereo not given)	43.3%	x	8.0	8.1%	-2.7	0.7	3.0%
CS(=O)(=O)c1ccc(Cl)c(NC(=O)COC(=O)CCCN2C(=O)c3cccc4cccc(c34)C2=O)c1	24.1%	x	-21.0	15.5%	x	x	-18.3%
Cn1nnc(NC(=S)NC(=O)c2cc3ccccc3o2)n1	-16.0%	u	-9.4	64.7%[activator]	-0.7	10.7*	-11.4%
Cc1cc(/C=N/n2cnnc2)c(O)c([N+](=O)[O-])c1	-13.0%	-7.9%	42.7	6.3%[11.6 µM]	9.5	-3.1	-8.3%
CC[C@H](C)[C@H](NC(=O)[C@H](CC(C)C)NC(=O)[C@@H](N)CO)C(=O)NCC(=O)N[C@@H](CCCN=C(N)N)C(=O)N[C@@H](CC(C)C)C(=O)O	x	4.3%	x	x	-5.7	-6.7	x
O=C(O)c1ccn(CSc2cc(Cl)ccc2Cl)n1	-22.3%	x	-3.9	-7.3%	x	x	-3.3%

Profiles, quoted from the list:
Cn1nnc(NC(=S)NC(=O)c2cc3ccccc3o2)n1 reads AmpC no deterg: -16.0%; FBPA Giardia inh: u; HCMV antiviral: -9.4; AMA1 RON2 block: 64.7%[activator]; Shiga inhibitor: -0.7; CHX counter: 10.7*; AmpC detergent: -11.4%
Cc1cc(/C=N/n2cnnc2)c(O)c([N+](=O)[O-])c1 reads AmpC no deterg: -13.0%; FBPA Giardia inh: -7.9%; HCMV antiviral: 42.7; AMA1 RON2 block: 6.3%[11.6 µM]; Shiga inhibitor: 9.5; CHX counter: -3.1; AmpC detergent: -8.3%
COc1ccc(Cl)cc1C(=O)CSc1nnnn1C1CCCC1 reads AmpC no deterg: -4.0%; FBPA Giardia inh: -11.5%; HCMV antiviral: -16.5; AMA1 RON2 block: 11.1%; Shiga inhibitor: -13.7; CHX counter: -8.7; AmpC detergent: -13.7%
